Rab9 prom act = activators of Rab9 promoter. Huh7 Rab9 promoter-luciferase reporter, luminescence, 24 h. Potency, µM (highest dose often 9.22 µM), inactives show top-dose activation, negative = inhibition, most hits filed as activators. hit rate 2.8% among 320,000; further: % of control where 0% means no effect; nearly all actives have a fitted effect of over 60% in size
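Huh7 cells stably carrying a Rab9 promoter-luciferase reporter, 1500 cells per well in OP-MEM I with 10% FBS, treated with compound 24 hours at 37C. Luciferase activity read by luminescence after 10 minutes with Amplite reagent.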
NPC1 promoter act = activates the NPC1 promoter. Huh7 NPC1 promoter luciferase reporter, 24 h. Potency, µM (top dose mostly 9.22 µM), for inactives: top-dose activation, hits mostly activators. hit rate 2.4% among 320,000. AID 485313;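 further: % of control where 0% means no effect; nearly all actives have a fitted effect of over 60% in size; reporter is driven by a mutant NPC1 promoter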
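Stably transfected Huh7 (NPC1 promoter→luciferase), 1500 cells/well in Opti-MEM + 10% FBS, 2 h settle, then compound 24 h at 37 °C. Luminescence after 10 min with Amplite reagent.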
ELG1 genotox = genotoxicity induction in ELG1-luciferase HEK293T cells; HEK293T ELG1-luciferase reporter, luminescence, 16 h; Potency, µM (top dose mostly 46 µM), inactives show top-dose activity change, positive = activation, usual class: activators; hit rate 1.3% among 330,000; AID 504466; further: % of control where 0% means no effect; nearly all actives have a fitted effect of over 60% in size
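Step 1: seed 2,000 HEK293T ELG1-luciferase cells per well. Step 2: add compound or DMSO, incubate 16 hr at 37 °C. Step 3: ONE-Glo, 30 min at room temperature, read luminescence.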
BRCA1 expr up = activators of BRCA1 expression. MCF7-BRCA1-FFLuc reporter, luminescence, 48 h; response scale: scaled: vehicle 0%, 10 µM genistein 100%. Potency, µM (doses to about 46.1 µM), for the others: at the highest dose activation, hits mostly activators. hit rate 1.1% among 380,000; further: nearly all actives have a fitted effect of over 80% in size; some results filed as inactive show a strong effect at the top dose
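MCF7-BRCA1-FFLuc cells, 2000/well in phenol-red-free MEM, attached 2 h then treated 48 h at 37 C. Luciferase luminescence read 15 min after reagent; normalized to genistein maximum activation (10microM) and DMSO, concentration-response fitted.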
FLuc modulator = inhibits or activates purified firefly luciferase, miR-21 counter-screen | purified FLuc, Km substrates, luminescence inhibition | Potency, µM (doses to about 57.5 µM), for the others: at the top dose activity change, negative = inhibition, most hits filed as inhibitors | hit rate 6.9% among 360,000 | AID 588342;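 further: plate controls were vehicle for no effect and reference inhibitor for full effect; nearly all actives have a fitted effect of over 55% in size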
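Purified P. pyralis luciferase, 10 nM final, with Km-level 10 uM D-luciferin and 10 uM ATP in 50 mM Tris acetate pH 7.5, 10 mM Mg acetate, 0.01% Tween-20, 0.05% BSA; 6-point qHTS titration about 60 µM downward; luminescence read.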
uPA generation = blocks generation of uPA at the cell surface | cell surface uPA generation assay, qHTS | Potency, µM (series often up to 38.3 µM), for the others: at the highest dose activity change, negative = inhibition, usual class: inhibitors | hit rate 0.31% among 330,000; active means well fitted inhibition curve with a large enough effect; inconclusive means small, poorly fitted or top-dose-only effect; inactive means no such curve, though single readings can be large or run the other way; tested in mouse RAW 264.7 cells; further: on the % scale 0 is the no-effect control and ±100 the full control effect; nearly all actives have a fitted effect of over 55% in size
VP16 counter = inhibits Gal4-VP16 luciferase reporter, ROR gamma counter-screen; Drosophila S2 Gal4-VP16 UAS-luciferase, luminescence, 20 h; Potency, µM (titrated, usually from 53.6 µM), inactives show at the top dose activity, negative = inhibition, hits mostly inhibitors; hit rate 3.5% among 310,000;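 further: Gal4-VP16 expression switched on by copper sulfate through the metallothionein promoter; on the % scale 0 is the no-effect control and ±100 the full control effect; nearly all actives have a fitted effect of over 50% in size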
RORg inh = blocks mouse ROR gamma transcriptional activity; P51450; Drosophila S2 Gal4-RORgamma UAS-luciferase reporter, 20 h; hit rate 5.4% among 310,000; Potency, µM (highest dose often 53.6 µM), inactives show at the highest dose activity change, negative = inhibition, actives largely listed as inhibitors; further: on the % scale 0 is the no-effect control and ±100 the full control effect; nearly all actives have a fitted effect of over 60% in size
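Stably transfected Drosophila Schneider cells are the test system, with ROR gamma fused to Gal4 and luciferase under UAS control; luminescence is read after 20 hr of 700 uM copper sulfate induction at ambient temperature.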
MBNL1 CUG block = blocks human MBNL1 binding to CUG repeat RNA; Q9NR56; hit rate 0.036% among 280,000; TR-FRET MBNL1-His/biotin-(CUG)12 binding, 665/545 ratio; AID 2675; Potency, µM (highest dose often 57.5 µM), inactives show at the highest dose activity change, negative = inhibition, most hits filed as inhibitors; active means well fitted inhibition curve with a large enough effect in the signal ratio, with a control signal flat, not every such curve was filed as active; inconclusive means small, poorly fitted or top-dose-only effect, or effect the other way, or a change in a side signal; inactive means no such curve, though single readings can be large or run the other way; the % refers to the signal ratio; further: on the % scale 0 is the no-effect control and ±100 the full control effect
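TR-FRET between His-tagged MBNL1 and biotin-(CUG)12 RNA, detected with Tb anti-His antibody (0.055 ng/ul) and streptavidin-XL665 (5 nM), 60 min at room temperature. Compounds titrated 92 nM to 58 uM; 665/545 nm ratio normalized to buffer and complex controls.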
p53 reactivation = mutant p53 re-activation in reporter cells. H1299 p53-A138V BP100-luciferase reporter, luminescence, 24 h. Potency, µM (titrated, usually from 92.2 µM), for the others: at the highest dose activity change, positive = activation, hits mostly activators. hit rate 0.063% among 320,000. AID 504706; further: % of control where 0% means no effect; nearly all actives have a fitted effect of over 45% in size
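p53-null H1299 cells stably carrying temperature-sensitive p53-A138V and a BP100-luciferase reporter were pinned with compounds (4-point, 1:5 series) and held 24 hrs at 37 deg C. Luminescence was read 10 min after detection reagent.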
Numbers without * were called inactive; ? = inconclusive; . = not tested or not shown; [ ] = remark or other dose. Unless noted, the call rests on the fitted dose curve; in most records, active means well fitted curve in the direction sought with a large enough effect; inconclusive means small, poorly fitted or top-dose-only effect, or another doubt; inactive means no such curve, though single readings can be large; an effect the other way counts as inactive or inconclusive. Potency means the concentration at half of the fitted maximal effect.

Under each structure: Rab9 prom act	NPC1 promoter act	ELG1 genotox	BRCA1 expr up	FLuc modulator	uPA generation	VP16 counter	RORg inh	MBNL1 CUG block	p53 reactivation
COc1ccccc1N(CC(=O)NC1CCCCC1)S(C)(=O)=O
→ -1%	-3%	0%	-3%	2%	6%	-4%	-14%	4%	-3%
CCOC(=O)CNC(=S)N(Cc1ccccc1)Cc1cccnc1
→ -4%	-1%	26%	0%	-1%	-18%	16%	1%	-15%	-3%
CC(C)C(CC(=O)NCc1ccco1)c1ccco1 (stereo not given)
→ -7%	-2%	1%	10%	0%	2%	29%	-7%	4%	1%
Cc1cc(C)n(-c2nc3ccccc3[nH]c2=O)n1
→ 8%	1%	2%	23%	-1%	2%	-11%	-35%	?	3%
CCOc1ccc(OCC)c(NC(=O)CSc2nnc(C3CC3)n2CC)c1
→ 0%	-1%	-3%	-29%	-2%	0%	-6%	1%	0%	-2%
NC(=O)C1CCN(CC(=O)Nc2cc(S(=O)(=O)N3CCOCC3)ccc2N2CCCC2)CC1
→ -2%	0%	-2%	6%	0%	-6%	.	.	.	9%
COc1cccc(NC(=O)CN(C)C(=O)CSc2ccc3c(c2)OCCO3)c1
→ 1%	-1%	-1%	1%	-18%	-2%	.	.	.	-3%
NC(=O)C1CCN(C(=S)c2cccs2)CC1
→ 0%	-4%	-4%	7%	-2%	-8%	0%	-17%	8%	-6%
CCOC(=O)C1CCCn2c1nc1sc3c(c1c2=O)CCCC3 (stereo not given)
→ 1%	-1%	?	-1%	-16%	6%	4%	41%	13%	-23%
O=c1c(F)cn(C2CCCO2)c(=O)n1Cc1ccccc1F (stereo not given)
→ -1%	-5%	-3%	-4%	0%	-15%	-2%	?	5%	-6%
Cc1cccc(CN2C3=NCCCN3c3ccccc32)c1
→ -5%	-8%	-5%	-37%	0%	-27%	5%	-17%	2%	-3%
Cc1ccccc1-n1cc(C(=O)c2cc(Cl)ccc2O)cc(C#N)c1=O
→ 0%	-2%	-6%	-40%	0%	-3%	-23%	?	.	-4%
CCOc1ccc(NC(=S)N(CCc2ccncc2)C(C)C)cc1
→ -5%	-4%	-3%	-14%	3%	-9%	-13%	9%	-4%	2%
CO/N=C/C(C#N)c1ncc(C(F)(F)F)cc1Cl (stereo not given)
→ -3%	-2%	-14%	-62%	?	12%	-18%	?	-2%	7%
O=[N+]([O-])c1ccc(-n2nnnc2-c2ccccc2)cc1
→ -1%	-3%	1%	-9%	1%	3%	8%	-5%	?	29%
Cc1ccc(C)c(OCc2cc(C(=O)N3CC[C@H](O)C3)no2)c1
→ 2.5µM*	30%	?	?	12µM*	-1%	-4%	20%	1%	23%
Cc1ccc2c(c1)c(Sc1ccccc1)c(CC(=O)O)n2C
→ -2%	-2%	-3%	-9%	6%	0%	-6%	13%	.	-4%
CCN1C(=O)[C@H]2[C@@H](c3ccc(-c4ccc(OC)cc4)c(OC)c3)N[C@@](Cc3ccccc3)(C(=O)OC)[C@H]2C1=O
→ .	.	1%	-3%	.	-11%	.	.	.	4%
Cc1c(C(=O)Nc2ccccc2-c2ccccc2)cccc1[N+](=O)[O-]
→ 1%	1%	-6%	-32%	4%	.	-10%	-13%	4%	5%
Cc1ccc(NC(=O)Cn2cc(C=O)c3ccccc32)cc1
→ -1%	-3%	-8%	-29%	2%	5%	-1%	29%	-6%	6%
CCOc1ccc(C(=O)NC(Cc2ccccc2)C(=O)OC)cc1 (stereo not given)
→ ?	27%	8%	?	4.8µM*	-2%	-20%	-12%	-9%	12%
Cc1ccsc1/C=N/Nc1cccc(C(=O)O)c1
→ 0.0032µM*	3.2µM*	?	-105%[inhibitor]	0.11µM*	-1%	?	?	8%	-4%
Nc1nc(N)c2sc3nc4c(cc3c2n1)CCC4
→ 2%	-2%	?	?	?	1%	0%	2%	9%	24%
CC(C)COc1nc2ccccc2c(=O)n1OCC(=O)O
→ -4%	-2%	9%	-7%	-15%	1%	1%[0.365 µM]	6%	-2%	11%
CC(C)=CCC/C(C)=C/CNC(=O)C[C@H]1C[C@H](C(=O)N(C(C)C)C(C)C)[C@@]2(C)c3[nH]c4ccc(Cl)cc4c3CCN2C1=O
→ .	.	6%	9%	.	4%	.	.	.	1%
COC(=O)C(C)Sc1nc2c(c(=O)n(C)c(=O)n2C)n1Cc1cccc(C)c1 (stereo not given)
→ -2%	-3%	2%	-2%	-3%	-2%	-9%	30%	-7%	-6%
O=C(NC(CCl)c1ccccc1)c1ccc(Cl)cc1 (stereo not given)
→ 2%[1.84 µM]	-4%	-1%	2%	-18%	7%	3%[10 µM]	6%	-4%	-1%
Cc1c(C(=O)NCCCn2ccnc2)oc2ccccc12
→ 2%	-2%	0%	-20%	-15%	0%	-8%	-1%	-9%	0%
CCC(C(=O)OC)n1c(-c2ccccc2)nc2ccccc2c1=O (stereo not given)
→ -2%	-7%	-2%	-7%	-17%	-12%	-15%	?	1%	3%
O=C(O)CSc1ncnc2sc3c(c12)CCCC3
→ -9%	-1%	-7%	0%	?	2%	-19%	-36%	-4%	-7%

Brought forward from above: 4 compounds, followed by the next part.
Under each structure: Rab9 prom act	NPC1 promoter act	ELG1 genotox	BRCA1 expr up	FLuc modulator	uPA generation	VP16 counter	RORg inh	MBNL1 CUG block	p53 reactivation
O=C(NC(CCl)c1ccccc1)c1ccc(Cl)cc1 (stereo not given)
→ 2%[1.84 µM]	-4%	-1%	2%	-18%	7%	3%[10 µM]	6%	-4%	-1%
Cc1c(C(=O)NCCCn2ccnc2)oc2ccccc12
→ 2%	-2%	0%	-20%	-15%	0%	-8%	-1%	-9%	0%
CCC(C(=O)OC)n1c(-c2ccccc2)nc2ccccc2c1=O (stereo not given)
→ -2%	-7%	-2%	-7%	-17%	-12%	-15%	?	1%	3%
O=C(O)CSc1ncnc2sc3c(c12)CCCC3
→ -9%	-1%	-7%	0%	?	2%	-19%	-36%	-4%	-7%
Cc1ccc(C(=O)N/C(=C\c2cccc([N+](=O)[O-])c2)C(=O)Nc2cccc(C(=O)O)c2)cc1
→ 3%	-3%	3%	2%	-13%	2%	2%	?	?	4%
O=C(O)C1CC(=O)N(Cc2ccc(F)cc2)C1 (stereo not given)
→ 0%	-3%	0%	-11%	2%	2%	3%	-1%	-3%	-4%
Cc1nc2c(=O)n(-c3ccc(F)cc3F)nc(C)c2s1
→ 0%	-5%	-1%	-8%	-1%	-6%	-6%	1%	.	1%
COc1ccc(NCc2cc3ccccc3[nH]c2=O)cc1
→ 9%	7%	18%	-6%	?	-2%	-1%	23%	?	11%
Cc1ccccc1Nc1cc2ccccc2c(=O)[nH]1
→ -3%	-3%	0%	-77%	-15%	-8%	28%	-13%	?	-29%
COc1cc2[nH]c(=O)n(CCCCCC(=O)NC3CCCC3)c(=O)c2cc1OC
→ -5%	1%	1%	-26%	-3%	-2%	3%	-16%	7%	-1%
O=C(COc1ccc(S(=O)(=O)N2CCOCC2)cc1)NCC1CCCO1 (stereo not given)
→ 5%	0%	0%	-15%	-1%	8%	.	.	-6%	.
CCCC(C(=O)NCc1ccco1)N(C(=O)CNS(=O)(=O)c1ccccc1)c1ccc(OC)cc1 (stereo not given)
→ 5%	-9%	-6%	7%	1%	-1%	0%	-6%	-13%	-3%
NNC(=O)c1sccc1OCc1ccc(F)cc1
→ 0%	4%	1%	2%	?	-3%	-2%	13%	.	2%
COCCn1c(CN2CCc3ccccc3C2)nc2c1c(=O)n(C)c(=O)n2C
→ -14%	-15%	-8%	-22%	0%	0%	2%	42%	-2%	13%
CC1CCN(C(=O)CCC(=O)Nc2nnc(C3CCCCC3)s2)CC1
→ -3%	1%	0%	10%	-2%	7%	4%	-1%	-7%	-1%
Cc1ccc(C2CC(c3cccc(NS(C)(=O)=O)c3)=NN2S(C)(=O)=O)cc1 (stereo not given)
→ ?	17%	12%	45%	?	?	11%	?	2%	?
COc1ccccc1CCC(=O)OCC(=O)N1c2ccccc2NC(=O)C1(C)C
→ -1%	-7%	0%	5%	5%	-11%	.	.	.	-10%

Entries of single compounds as entered above:
Entry for CCOc1ccc(C(=O)NC(Cc2ccccc2)C(=O)OC)cc1 (stereo not given) → Rab9 prom act: ?; NPC1 promoter act: 27%; ELG1 genotox: 8%; BRCA1 expr up: ?; FLuc modulator: 4.8µM*; uPA generation: -2%; VP16 counter: -20%; RORg inh: -12%; MBNL1 CUG block: -9%; p53 reactivation: 12%
Entry for COc1ccccc1CCC(=O)OCC(=O)N1c2ccccc2NC(=O)C1(C)C → Rab9 prom act: -1%; NPC1 promoter act: -7%; ELG1 genotox: 0%; BRCA1 expr up: 5%; FLuc modulator: 5%; uPA generation: -11%; VP16 counter: .; RORg inh: .; MBNL1 CUG block: .; p53 reactivation: -10%

Assay outcomes (PubChem)
